# Bioassay records: PubChem, National Center for Advancing Translational Sciences (NCATS)
# RGS4 inh: human RGS4 inhibition. P49798. Transcreener GDP fluorescence polarization, RGS4-accelerated GTP hydrolysis. Potency, µM (top dose mostly 114 µM), for inactives: top-dose activity change, negative = inhibition, usual class: inhibitors. 390,000 compounds, 0.039% hits; note: potency is the fitted concentration of half-maximal effect; % is set by controls: 0 for no effect and ±100 for the full control effect; nearly all actives have a fitted effect of over 75% in size; some results filed as inactive show a strong effect at the top dose
# Target sequence (P49798 whole entry, looked up): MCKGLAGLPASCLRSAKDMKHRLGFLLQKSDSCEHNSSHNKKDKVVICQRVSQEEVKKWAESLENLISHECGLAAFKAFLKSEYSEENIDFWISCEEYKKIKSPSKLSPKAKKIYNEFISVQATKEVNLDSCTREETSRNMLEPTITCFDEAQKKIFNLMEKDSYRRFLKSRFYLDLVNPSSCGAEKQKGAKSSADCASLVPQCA
#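 MLSMR compounds (23 nl, pin-transferred) preincubated 10 min at room temperature with a 500nM (2x) first reagent, then RGS4 at 900nM (2x) plus Transcreener GDP mix added; fluorescence polarization (620/688 nm) read before and after 90 min at 30 °C.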
# Vif-A3G inh: Vif-A3G binding inhibition; HeLa A3G-eYFP + Vif (tagged APOBEC3G with the HIV-1 protein that degrades it), YFP fluorescence, overnight; Potency, µM (doses to about 46.1 µM), without a hit: at the highest dose activity, negative = active, usual class: inhibitors; 410,000 compounds, 0.076% hits;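 note: potency is the fitted concentration of half-maximal effect; % is set by controls: 0 for no effect and ±100 for the full control effect; nearly all actives have a fitted effect of over 60% in size; hits raise eYFP signal because A3G escapes Vif-driven loss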
# Target sequence (Q9HC16 whole entry, looked up): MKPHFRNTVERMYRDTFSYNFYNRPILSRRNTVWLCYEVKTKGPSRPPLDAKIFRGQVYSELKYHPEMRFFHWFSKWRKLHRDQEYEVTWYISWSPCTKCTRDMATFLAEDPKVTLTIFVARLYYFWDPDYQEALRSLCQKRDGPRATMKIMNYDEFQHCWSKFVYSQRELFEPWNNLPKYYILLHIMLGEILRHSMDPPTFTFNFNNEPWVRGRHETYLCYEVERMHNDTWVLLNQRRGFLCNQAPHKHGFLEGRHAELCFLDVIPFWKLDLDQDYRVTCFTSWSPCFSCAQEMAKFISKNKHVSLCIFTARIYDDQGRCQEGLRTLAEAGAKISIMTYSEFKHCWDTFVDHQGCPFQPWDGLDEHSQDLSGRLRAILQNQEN
#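 HeLa cells stably expressing Vif and C-terminally eYFP-tagged A3G, seeded overnight at 37 deg C, then exposed to compound by pintool overnight at 37 deg C. Rise in yellow fluorescence (Ex 488/Em 500-530, Acumen) marks blocked Vif-driven A3G degradation.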
# LDHA inh: inhibitors of human lactate dehydrogenase A; P00338; purified LDHA, NADH/diaphorase-resazurin fluorescence; hits give low values; activity change, % (values are at about 110 or 230 µM); 480,000 compounds, 0.15% hits; AID 1347041; in the data active = activity change below about -30%; inconclusive = mostly about -25% to -30%;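 note: plate controls were DMSO wells for no effect and wells without enzyme for full effect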
#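 Enzyme activity of human lactate dehydrogenase 5 (2 nM; 0.06 mM NADH, 0.2 mM pyruvate, 5 min, RT) is measured via a resazurin/diaphorase fluorescence readout of residual NADH.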
# TrxR1 substrate: substrates of rat thioredoxin reductase 1; O89049; purified TrxR1 substrate turnover, NADPH consumption readout; Potency, µM (top dose mostly 114 µM), for inactives: top-dose activity change, negative = substrate turnover; 390,000 compounds, 0.01% hits; note: potency is the fitted concentration of half-maximal effect; % is set by controls: 0 for no effect and ±100 for the full control effect; nearly all actives have a fitted effect of over 50% in size
# Target sequence (O89049 whole entry, looked up): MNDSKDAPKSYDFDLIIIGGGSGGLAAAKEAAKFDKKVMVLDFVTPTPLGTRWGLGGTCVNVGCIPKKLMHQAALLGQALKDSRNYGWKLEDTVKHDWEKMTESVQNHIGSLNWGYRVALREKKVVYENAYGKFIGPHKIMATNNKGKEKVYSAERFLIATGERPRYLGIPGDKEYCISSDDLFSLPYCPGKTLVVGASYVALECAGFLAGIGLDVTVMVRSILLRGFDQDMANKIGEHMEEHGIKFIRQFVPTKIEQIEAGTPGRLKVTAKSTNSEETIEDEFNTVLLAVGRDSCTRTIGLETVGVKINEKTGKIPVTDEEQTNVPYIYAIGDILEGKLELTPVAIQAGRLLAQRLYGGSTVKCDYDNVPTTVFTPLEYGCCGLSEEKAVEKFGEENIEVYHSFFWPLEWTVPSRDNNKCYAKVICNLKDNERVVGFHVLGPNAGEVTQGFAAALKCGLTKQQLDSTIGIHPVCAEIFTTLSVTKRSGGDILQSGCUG
#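 Rat TrxR1, dispensed at 90 nM, was prereduced with 400 uM NADPH (final) for 5 min at ~22 deg C, then incubated with compound 15 min before 400 uM selenite. A first-read NADPH fluorescence drop versus no-compound background flagged substrates.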
# mIDH1 inhibitor: human IDH1 R132H inhibition | O75874 | IDH1-R132H enzyme, NADPH consumption, diaphorase/resazurin fluorescence | Potency, µM (titrated, usually from 76.6 µM), without a hit: at the highest dose activity change, negative = inhibition, hits mostly inhibitors | 390,000 compounds, 0.093% hits | AID 602179; note: potency is the fitted concentration of half-maximal effect; % is set by controls: 0 for no effect and ±100 for the full control effect; nearly all actives have a fitted effect of over 65% in size
#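 IDH1-R132H (0.5 ug/mL dispensed) in pH 7.5 Tris buffer was preincubated 30 min with compound, then given a substrate mix of 0.016 mM NADPH and 2 mM alpha-KG for 80 min at room temperature; remaining NADPH was read by diaphorase/resazurin fluorescence.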
# TrxR1 inh: blocks rat thioredoxin reductase 1; O89049; recombinant rTrxR1, NADPH fluorescence consumption, selenite substrate; Potency, µM (series often up to 114 µM), for the others: at the top dose activity change, negative = inhibition, hits mostly inhibitors; 390,000 compounds, 1% hits; note: potency is the fitted concentration of half-maximal effect; % is set by controls: 0 for no effect and ±100 for the full control effect; nearly all actives have a fitted effect of over 65% in size
#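 Rat TrxR1 (90 nM in the dispensed reagent) was pre-reduced with 400 uM NADPH for 5 min at room temperature, then incubated with compound for 15 min. After 400 uM selenite was added, NADPH fluorescence (Ex 340/Em 450 nm) was followed for 8 min.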
# Glioma ERSR ind: inducers of ER stress response in human glioma cells; U87-MG GRP78 promoter luciferase reporter, 16 h; Potency, µM, without a hit: top-dose activation, most hits filed as activators; 420,000 compounds, 0.02% hits; AID 602332; note: potency is the fitted concentration of half-maximal effect; series mostly up to about 76 µM; % of control where 0% means no effect; nearly all actives have a fitted effect of over 35% in size
#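 ERSR induction read as luciferase luminescence (Bright-Glo, 10 min at room temperature) in stably transfected human U87-MG glioma cells exposed to compounds for 16 h, using GRP78 as sensor.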
# USP1 inh: USP1/UAF1 (human) deubiquitinase inhibition | Potency, µM (doses to about 57.1 µM), for inactives: at the highest dose activity change, negative = inhibition, most hits filed as inhibitors | recombinant USP1/UAF1, Ub-Rhodamine cleavage fluorescence | 390,000 compounds, 0.23% hits | O94782; note: potency is the fitted concentration of half-maximal effect; % is set by controls: 0 for no effect and ±100 for the full control effect; nearly all actives have a fitted effect of over 60% in size; inactives centre near -12
#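 Step one: compound is pinned into 1nM USP1/UAF1 in HEPES pH 7.8 buffer with TCEP. Step two: 15 min room-temperature incubation. Step three: Ub-Rho (150nM final) starts cleavage, tracked by fluorescence over six one-minute reads.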
# Vif-APOBEC3F blk: Vif-A3F binding inhibition; HeLa A3F-eYFP + Vif (tagged APOBEC3F with the HIV-1 protein that degrades it), YFP fluorescence increase; Potency, µM (doses to about 46.1 µM), for the others: at the highest dose activity, negative = active; 390,000 compounds, 0.2% hits; AID 602313; note: potency is the fitted concentration of half-maximal effect; % of control where 0% means no effect; nearly all actives have a fitted effect of over 65% in size
#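 Fluorescence increase (Ex 488/Em 500-530) after overnight compound treatment at 37 deg C flags inhibition of Vif-driven A3F-eYFP loss in stable HeLa A3F-eYFP/Vif cells seeded overnight beforehand.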
# Active calls of the source: *; u = inconclusive; x = not tested or not shown; & = joins results of further samples; [ ] = remark or other dose. Unless noted, calls come from the whole dose curve; as a rule, active = well fitted curve in the direction sought with a large enough effect; inconclusive = small, poorly fitted or top-dose-only effect, or another doubt; inactive = no such curve, though single readings can be large; an effect the other way counts as inactive or inconclusive. These rows are one share of the data; the hit share may differ from the screen's.
Structure | RGS4 inh | Vif-A3G inh | LDHA inh | TrxR1 substrate | mIDH1 inhibitor | TrxR1 inh | Glioma ERSR ind | USP1 inh | Vif-APOBEC3F blk
O=C(CN1c2cccc3cccc(c23)S1(=O)=O)NCc1ccc2c(c1)OCO2 | 7% | -10% | -5 | 9%[57.1 µM] | 2% | 17%[57.1 µM] | -2% | -8% | -7%
CCOCCc1nnc(NC(=O)CCC2CCCCC2)s1 | -5% | -11% | -6 | -4% | -3% | 7% | 0% | -19% | 2%
CN(C)S(=O)(=O)c1ccc(Cl)c(NC(=O)COC(=O)/C=C/c2cnc3ccccc3n2)c1 | 10% | -4% | -5 | -5% | -8% | -15% | 2% | -3% | 2%
COc1ccc(S(=O)(=O)N2CCCC(C(=O)NCc3cccnc3)C2)cc1 (stereo not given) | 4% | -3% | -2 | -1%[57.1 µM] | -1% | -3%[57.1 µM] | -5% | -11% | -26%
CC(C)(C)c1ccc(C(=O)CCCN2CCC(OC(c3ccccc3)c3ccccc3)CC2)cc1 | 8%[56.9 µM] | x | 1 | -10%[57.1 µM] | x | u | 1%&-12% | x | x
CCOC(=O)C(NC(=O)CC(C)C)(Nc1sc(C)c(CC)c1C#N)C(F)(F)F (stereo not given) | 7% | -5% | -1 | 4% | -1% | 5% | -3% | -18% | 3%
Cn1c(=O)c2c(nc(Br)n2CC(=O)C23CC4CC(CC(C4)C2)C3)n(C)c1=O | -29% | -12% | -2 | -2% | -13% | 20% | 2% | -2% | -4%
COc1cnn(-c2ccc([N+](=O)[O-])cc2)c(=O)c1Cl | -41% | 1% | -4 | 5%[57.1 µM] | 8% | -20%[57.1 µM] | 0% | 2% | -7%
O=C(COc1ccc(S(=O)(=O)N2CCCC2)cc1)NCC1CCCO1 (stereo not given) | -21% | -1% | -11 | 10%[57.1 µM] | 1% | 13%[11.4 µM] | -2% | -8% | 10%
Cc1nnc2n(-c3ccccc3)c(=O)c3c4c(sc3n12)COC(C(C)C)C4 (stereo not given) | 9% | -6% | -1 | 0% | 0% | -2% | -1% | -11% | 0%
CC1CN(S(=O)(=O)c2cccc(C(=O)NNC(=O)C(C)Oc3ccccc3F)c2)CC(C)O1 (stereo not given) | 14% | 0% | -5 | 5%[57.1 µM] | -13% | 9%[57.1 µM] | -1% | -12% | -1%
CCOc1ccccc1NC(=O)C(OC(=O)c1ccccc1NS(=O)(=O)c1cccs1)c1ccccc1 (stereo not given) | -25% | 1% | -6 | -1% | 2% | 9% | -3% | 2% | 2%
O=Cc1ccc(-n2cc(C=O)c3ccccc32)cc1 | 19% | 0% | -11 | -9% | 7% | 4%[57.1 µM] | 0% | -2% | -5%
COc1ccc(N2C(S)=C(C#N)C(=O)NC2c2ccc(OC)c(OC)c2)cc1 (stereo not given) | u | 5% | 7 | 5% | 0% | -16% | 4% | -17% | -16%
Cn1c(CN2CCN(c3ccccc3NS(C)(=O)=O)CC2)nc2ccccc21 | -11% | 0% | -1&17 | 11% | 13% | 21% | 4% | -19% | 0%
COC(=O)c1cc(OC(=O)CCc2ccc(OC)c(OC)c2)cc(C(=O)OC)c1 | 7% | 2% | -11 | 1% | 0% | 26% | -4% | -19% | -15%
CCOc1ccc(N=C2SC(C(=O)O)CC(=O)N2C)cc1 (stereo not given) | 0% | 1% | 1 | -6% | 2% | -7% | -2% | -27% | 0%
O=C(NCCCn1ccnc1)C(=O)NCC1OCCCN1S(=O)(=O)c1ccc(Cl)cc1 (stereo not given) | -1% | -3% | -4 | -5% | -4% | -6% | -1% | -18% | -6%
Cc1cccc(OCC(=O)NC(=S)Nc2ccccc2N2CCOCC2)c1C | 26% | 2% | 2 | -2% | -6% | 11% | -3% | 1% | -29%
CN(CC(=O)Nc1ccccc1N1CCCC1)S(=O)(=O)c1ccc(F)cc1 | 6% | 0% | -6 | 3% | 5% | 6% | -6% | -24% | -1%
C[C@H]1CNC(=O)c2c(C(=O)Nc3cccc(Cl)c3)ncn21 | x | -2% | 2 | x | -15% | x | 1% | 10% | -7%
CCC(CO)Oc1cc(NCc2cccc(Cl)c2)c2ncn(C(C)C)c2c1 (stereo not given) | -36% | u | 19 | -1%[57.1 µM] | -27% | -24%[57.1 µM] | -10% | u | -2%
O=C(NC(=S)NC1C2CC3CC(C2)CC1C3)C12CC3CC(CC(C3)C1)C2 (stereo not given) | -2% | -6% | -1 | -2% | 12% | -18% | -3% | -21% | -11%
CCc1ccccc1NC(=O)Cn1cccc1C1=NC(c2ccccc2)CO1 (stereo not given) | -19% | 0% | -8 | -8% | 0% | -3% | -4% | -11% | -10%
Oc1ccccc1CN1CCN(C(O)(c2ccccc2)c2ccccc2)CC1 | 28% | 4% | 1 | 6%[11.4 µM] | -4% | 21% | -1% | -23% | -6%
CCCNC(=O)C1CCN(c2cc(C)nc3c(-c4ccc(OC)c(OC)c4)c(C)nn23)CC1 | -22% | 0% | -1 | 32%[activator] | 3% | 33% | -1% | -23% | 6%
O=C1C2CCCN2C(=O)N1CCN1CCN(c2ccccc2)CC1 (stereo not given) | -4% | 5% | -3 | -4% | 2% | 6% | -3% | -5% | 4%
COc1ccc(C(=O)Nc2ccc3ccccc3n2)cc1OC | 11% | 1% | -7 | -4% | 3% | 6% | 2% | -1% | -1%
C[C@]12C=CC(=O)C=C1CC[C@H]1[C@@H]3C[C@@H](O)[C@](O)(C(=O)CO)[C@@]3(C)C[C@H](O)[C@@]12F | -3%[56.9 µM] | 0% | -10 | 11%[57.1 µM] | -5% | 22%[57.1 µM] | -6%&0% | -10% | 4%
CCOc1cccc(-c2c(C(=O)N/N=C/c3ccc(C)s3)nnn2-c2nonc2N)c1 | -8% | 0% | 0 | 0% | 20% | 19% | -5% | -26% | 1%
CS(=O)(=O)c1ccc(NC(=O)CCCc2nc3ccccc3c(=O)[nH]2)cc1 | -17% | 1% | -4 | -5% | 3% | -3% | -4% | -10% | -8%
CSc1ccc(-c2nc(CSCC(=O)NCCCN3CCOCC3)c(C)o2)cc1 | 3% | 2% | -1 | 16%[57.1 µM] | 1% | 21%[57.1 µM] | -2% | -11% | -7%
Cc1cc(C)nc(/N=C(\N)Nc2ccc(C)c([N+](=O)[O-])c2)n1 | 5%[11.4 µM] | 0% | -2 | -2%[57.1 µM] | -1% | -3% | -3% | -6% | 2%
COc1ccc(C(=O)OCC(=O)NCCN2C(=O)CSC2=O)cc1 | 12% | -1% | -6 | 8%[57.1 µM] | 13% | 9%[57.1 µM] | -6% | -5% | -2%
O=C(c1ccccc1)C(C(=O)N1CCc2ccccc2C1)n1ccccc1=O (stereo not given) | -38% | -14% | -2 | 0% | -1% | 16% | -7% | -14% | -1%
O=C(Nc1nc2c(s1)CN(Cc1ccccc1)CC2)c1cccc(S(=O)(=O)N2CCc3ccccc32)c1 | -14% | u | -2 | -5% | 4% | -11% | -2% | 28µM* | u
O=C(Nc1ccc(-c2nc3ccccc3[nH]2)cc1)c1ccc(N2C(=O)CCC2=O)cc1 | 3% | 0% | 1 | 12%[57.1 µM] | 4% | -21% | -5% | -1% | 0%
O=C(Nc1cccnc1)c1ccc(CSc2ccccc2)cc1 | -13% | 3% | -5 | -6%[57.1 µM] | 5% | 19%[57.1 µM] | 3% | -13% | 6%
Cc1nn(CC(=O)Nc2c(C)n(C)n(-c3ccccc3)c2=O)c(C)c1[N+](=O)[O-] | 14% | -4% | -4 | 9%[57.1 µM] | 5% | 18%[57.1 µM] | -4% | -18% | -2%
CN1CCN(c2ccc(-c3ccnn3C(=O)Nc3cccc(C(F)(F)F)c3)cc2)CC1 | 2% | 2% | -4 | 1% | -18% | 20% | -2% | 0% | -2%
Cc1nc2cc(C(=O)N3CCN(C)CC3)ccc2n1C | -4% | 1% | -2 | 9% | -2% | 14% | 18% | -12% | -5%
O=C(Nc1ccc(-c2csc(Nc3ccc(Cl)cc3)n2)cc1)c1cccc(C(F)(F)F)c1 | -6% | 6% | -3 | 2%[57.1 µM] | 9% | 23%[57.1 µM] | -3% | -14% | -1%
CCCOC(=O)C1[C@H]2C(=O)N(CC3CCCO3)C[C@]23C=C[C@H]1O3 (stereo not given in full) | 7% | -1% | -2 | -6% | 2% | -16% | -2% | -2% | -5%
CC(=O)Nc1ccc(S(=O)(=O)N2CCC(NC(=O)C(Cc3ccccc3F)NC(C)=O)CC2)cc1 (stereo not given) | -8% | 0% | -4 | 11% | -6% | 38%[activator] | -4% | -19% | 5%
COc1ccc(NC(=O)C2CCCN2C(=O)Nc2cccc(F)c2)cc1 (stereo not given) | 17% | -2% | -17 | 2% | -1% | 20% | -4% | -8% | -10%
COc1ccc(CN(C(=O)c2oc3ccccc3c2C)C2CCS(=O)(=O)C2)cc1 (stereo not given) | 25% | -9% | -4 | -7% | 1% | 2%[57.1 µM] | -7% | -6% | 2%
O=C1CN(C(=S)NC(=O)c2ccccc2[N+](=O)[O-])CCN1 | -15% | 2% | -4 | -6% | 15% | -18% | -3% | 4% | -5%
CCN1CCN(C(=O)CN(C)S(=O)(=O)c2ccc(Cl)cc2)CC1 | 43% | 0% | -13 | 5% | 3% | 14% | -3% | 5% | -1%
